Compound activity from PubChem BioAssay.
12-LOX inh = Primary qHTS assay for inhibitors of human arachidonate 12S-lipoxygenase (ALOX12): Round 2. Polyunsaturated fatty acid lipoxygenase ALOX12 (Homo sapiens), P18054. purified 12hLO, xylenol orange hydroperoxide absorbance. Potency, µM (top dose mostly 108 µM), without a hit: at the highest dose activity change, negative = inhibition, most hits filed as inhibitors. actives 1.1% (n = 580,000). AID 1671190, 2021; active means well fitted inhibition curve with a large enough effect; inconclusive means small, poorly fitted or top-dose-only effect, or another doubt; inactive means no such curve, though single readings can be large or run the other way
Target sequence (P18054 whole entry, looked up): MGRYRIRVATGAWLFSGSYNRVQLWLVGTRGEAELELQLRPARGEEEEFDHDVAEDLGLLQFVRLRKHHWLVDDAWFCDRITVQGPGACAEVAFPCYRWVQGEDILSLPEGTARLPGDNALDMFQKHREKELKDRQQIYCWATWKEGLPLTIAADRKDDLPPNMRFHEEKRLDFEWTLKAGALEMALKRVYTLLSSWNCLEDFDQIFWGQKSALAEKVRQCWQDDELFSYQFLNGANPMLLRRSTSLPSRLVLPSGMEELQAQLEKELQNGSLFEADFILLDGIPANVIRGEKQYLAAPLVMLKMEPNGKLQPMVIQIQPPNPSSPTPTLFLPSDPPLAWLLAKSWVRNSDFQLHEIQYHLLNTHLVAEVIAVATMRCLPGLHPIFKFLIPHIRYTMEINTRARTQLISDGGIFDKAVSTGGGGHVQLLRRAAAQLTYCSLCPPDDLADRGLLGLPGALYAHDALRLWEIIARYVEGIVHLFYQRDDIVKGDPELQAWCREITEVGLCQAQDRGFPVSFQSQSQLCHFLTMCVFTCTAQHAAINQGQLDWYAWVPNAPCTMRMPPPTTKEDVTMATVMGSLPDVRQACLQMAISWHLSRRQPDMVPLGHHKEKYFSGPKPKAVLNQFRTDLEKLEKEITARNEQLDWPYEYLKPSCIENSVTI
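Purified human 12hLO at 150 nM in 25 mM Hepes, 0.01% Triton X-100, pH 7.0, preincubated 15 min at room temperature with compound. Reaction started with 40 uM arachidonic acid, 30 min at room temperature. Hydroperoxide measured by Fe-xylenol orange, 573/405 nm absorbance ratio.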
* hit, by the source's call; ? = inconclusive; [ ] = remark or other dose. On the % scale 0 is the no-effect control and ±100 the full control effect; potency means the concentration at half of the fitted maximal effect. These rows are one share of the data; count on the stated rates, not on these rows.

SMILES	12-LOX inh
Cc1nn(CC(=O)Nc2ccc3nc(CN4CCCCC4)n(C)c3c2)c(=O)c2ccccc12	13%
COc1ccc(NC(=O)c2ccc3c(c2)N(C)C2CCCCN2C3=O)c(OC)c1 (centres undefined)	21%
O=C1c2c(nc(CNCc3ccccc3)n2Cc2ccccc2)NCCN1CCOc1ccccc1	121%[activator]
COc1ccc(S(=O)(=O)Oc2ccc3c(c2)O/C(=C\c2ccc(C)cc2)C3=O)cc1	-7%
COc1ccc(-n2c(C)c(C)c3c2ncn2nc(-c4ccco4)nc32)cc1	7%
Cn1cnnc1CC1CCCN(C(=O)c2ccsc2)C1 (centres undefined)	-23%
COCCN1CCCCCC(O)c2cc(C(=O)NCc3ccc(F)cc3)ccc21 (centres undefined)	33%[activator]
CC(C)Oc1ccc2c(NC(=O)CCn3cnnn3)nn(CC(F)(F)F)c2c1	7%
CCC(C)(C)c1ccc(OCC(O)CNCc2ccccc2)c(C(C)(C)CC)c1 (centres undefined)	45µM*
O=C(NCc1ccccn1)c1cc(F)cc(F)c1	3%
CC(C)NC(=O)C1CCc2nnc(C3CCN(C(=O)Nc4ccc(Cl)cc4)CC3)n21 (centres undefined)	11%[6.33 µM]
Cn1nc(C(=O)N2CCC(N3C(=O)C(O)C34CCCCC4)CC2)c2ccccc21 (centres undefined)	0%
COc1cc(-n2cnnn2)cc(-n2ccnc2-c2cc3n(n2)CCCNC3)c1	141%[activator]
CCc1ccc(C(=O)N2CCC(N3C(=O)CCC3C(=O)NCc3ccccc3)CC2)cc1 (centres undefined)	19%
Cn1nc(Oc2nc(N3CCCCC3)nc(N3CCOCC3)n2)ccc1=O	-3%
Cc1cc(C2CCCN2C(=O)c2ccnn2C)on1 (centres undefined)	3%
Cc1ccc(C(=O)OCc2nc3ccccc3o2)cc1	-10%
C=CCNC/C=C/c1ccccc1	0%
COCCCNC(=O)CS(=O)Cc1nc(-c2ccc(OC)c(OC)c2)oc1C (centres undefined)	-12%
CCOc1nc2ccccc2nc1N1CCC(C(=O)Nc2ccc(C)c(Cl)c2)CC1	?
CC(C)NC(=O)[C@@H]1C[C@@H](Sc2ccccn2)CN1C1CCN(C)CC1	11%
CCC(C(=O)Nc1nnc(COc2ccccc2)s1)c1ccccc1 (centres undefined)	0%
O=C(Nc1ccc2c(c1)Cc1ccccc1-2)c1ccc2c(c1)OCO2	5%
CC(C)c1ccc(OCC(=O)Nc2cc(C(F)(F)F)ccc2N2CCOCC2)cc1	1%
CCC1c2nccn2CCCN1C(=O)c1cnc(C)cn1 (centres undefined)	52%[activator]
CCN(CC)S(=O)(=O)c1cccc(-c2nnc(SCc3ccc(Cl)cc3)n2N)c1	-1%
COCCn1cc(C(=O)NCCc2ccc(S(N)(=O)=O)cc2)ccc1=O	8%
CC(C)N1C[C@@H]2C[C@H]1C(=O)N(Cc1cccnc1)c1ccccc1O2	58%[activator][176 µM]
Cc1ccc(-n2nnnc2C2(NC3CCCCC3)CCCC2)cc1	8%
Cn1nc2n(c1=O)CCC(NC(=O)c1cc(C3CC3)[nH]n1)CC2 (centres undefined)	45%[activator]
Cc1ncoc1C(=O)N[C@@H]1CN(Cc2cccnc2)C[C@H]1CN(C)C	54%[activator]
CCCOC(=O)N1CCCC(C(=O)Nc2ccccc2-c2ccc(OC)cc2)C1 (centres undefined)	10%
COc1ccc(-c2nc(C)nc3c2CCN(C(=O)c2ccc4c(c2)OCO4)CC3)cc1	-19%
CCc1nc2nccc(-c3cccc(OC)c3)n2n1	38%[activator]
Cc1cc([N+](=O)[O-])ccc1NC(=O)COC(=O)C12CC3CC(CC(Cl)(C3)C1)C2	-1%
CC(C)(C)c1ccc(C(=O)N/N=C(/C=C/c2ccccc2)c2ccccc2)cc1	34%
CCc1ccc(C(=O)COC(=O)/C(=C\c2ccccc2)NC(C)=O)cc1	-5%
CC(C)c1ccc(NC(=O)O[C@@H]2CO[C@H]3[C@@H]2OC[C@@H]3NC(=O)Nc2cccc(C#N)c2)cc1	-12%
O=C(C1=NOC2CN(C(=O)C3CC3)CC12)N1CCN(c2ncccn2)CC1 (centres undefined)	6%[6.33 µM]
COc1ccc(NC(=O)N2CCCN(C)c3ccccc32)c(C)c1	29%
CCCN(Cc1ccc(OC)cc1)Cc1cc(=O)n2[nH]c(-c3cccc(C)c3)cc2n1	-10%
O=C1NCCCCCCN(C(=O)c2cnccn2)[C@H]2CCCC[C@@H]12	2%
O=C(c1cccs1)N1CCC(Cc2nc(C3CC3)n[nH]2)CC1	41%
CC1(C(=O)NCC2CC2)CCc2cnc(NCc3ccccc3)nc21 (centres undefined)	3%[176 µM]
Cn1c(=O)c2c(ncn2CC(=O)Nc2ccc3c(c2)OC2(CCCC2)O3)n(C)c1=O	-13%
CN(CCc1noc(COc2cccc(F)c2)n1)C(=O)c1ccccc1C(F)(F)F	?
Cc1cc(Cl)ccc1NC(=O)Cn1nc(C(=O)O)c2ccccc2c1=O	-10%
CCc1cccc(NC(=O)CC2CCCN(c3cnn(CC4CC4)c(=O)c3)C2)c1 (centres undefined)	1%
COc1cccc(-c2nc3cc4c(cc3cc2CN2CCCOCC2)OCO4)c1OC	0%
COc1ccccc1CNC(=O)C(C)(C)c1ccccc1	-4%
CCCN1CCC2(CC1)Cc1ccccc1CN(C(=O)C(C)C)C2	-4%[6.33 µM]
O=C(Nc1ccc2oc(-c3ccc(Br)cc3)nc2c1)c1ccc2c(c1)OCO2	-28%
Cc1cc(NC(=O)Cc2ccsc2)ccc1N1CCCC1=O	?
CCn1ncc(CN2CCCC23CCN(c2ccc(C(F)(F)F)cn2)CC3)c1C	38%[activator]
CC1(C)N=C(c2ccccc2)C(=O)N1CC(N)=O	17%
CS(=O)(=O)N(CC(=O)Nc1ccc2c(c1)OCO2)c1cccc(Cl)c1Cl	-7%
CC(=O)Nc1ccc(NC(=O)C2CCCCC2)cc1	-3%
C[C@]1(CO)[C@H]2Cc3sc(NC(=O)c4ccco4)nc3[C@@H](CC(=O)Nc3ccccc3)[C@]2(C)CC[C@H]1O	12%
O=C1NCCCCCCN(C(=O)Cc2cccc(F)c2)[C@H]2CCCC[C@@H]12	45%[activator]
COCc1nc(C2CCN(C(=O)c3cccn3C)C2)no1 (centres undefined)	39%[activator]

Next part (3 carried over from the part before).
SMILES	12-LOX inh
C[C@]1(CO)[C@H]2Cc3sc(NC(=O)c4ccco4)nc3[C@@H](CC(=O)Nc3ccccc3)[C@]2(C)CC[C@H]1O	12%
O=C1NCCCCCCN(C(=O)Cc2cccc(F)c2)[C@H]2CCCC[C@@H]12	45%[activator]
COCc1nc(C2CCN(C(=O)c3cccn3C)C2)no1 (centres undefined)	39%[activator]
COc1cc(/C=C(\C#N)c2nc3cc(C)c(C)cc3[nH]2)ccc1OCc1ccccc1	9%
Cc1ccc(Sc2cc(C)nc(N)n2)cc1	?
CC(=O)Nc1ccc(S(=O)(=O)N2CCC(NC(=O)CCC(C)C)CC2)cc1	?
COCCn1ncc(N2CCCC(CC(=O)Nc3cc(OC)cc(OC)c3)C2)cc1=O (centres undefined)	9%
COc1cc(C)c2c(c1C)C[C@H](C(C)C(=O)NCc1ccco1)CC2 (some centres undefined)	?
C[C@]1(CC/C(=C/CO)CO)[C@H](C=O)CC[C@@]23COC(=O)C2=CCC[C@@H]31	0%
Cc1oc(-c2nc(C#N)c(NC(C)c3ccccc3)o2)cc1S(=O)(=O)N(C)C (centres undefined)	-3%
O=C(N[C@@H]1CCC[C@@H]1C(=O)NCCCc1ccccc1)c1ccncc1	30%[activator]
CCN(CC)C(=O)CC[C@@H]1CNC(=O)[C@@H]2C[C@H](NCc3ccc(N(C)C)cc3)CN12	-3%[176 µM]
Cc1cc(OCC(=O)Nc2ccc3nsnc3c2)cc(C)c1Cl	85%[activator]
O=C1[C@@H]2C[C@@H](CN2C(=O)c2ccc(F)cc2)Oc2ccccc2N1Cc1ccc(OC(F)(F)F)cc1	-2%
Cc1cnc(C(=O)N2[C@@H]3CC[C@H]2CC(NC(=O)c2ccncc2)C3)cn1 (some centres undefined)	10%
O=C(N[C@H]1CCN2C(=O)N(c3ccc(OC(F)(F)F)cc3)C(=O)[C@@H]2C1)c1ccncc1	7%[176 µM]
Cc1nc2cc(NC(=O)c3ccc(C(C)C)cc3)ccc2o1	?
COc1ccccc1-c1nccc(NCc2cccc(C)c2)n1	?
Cc1ccsc1CN1CCn2c(nnc2[C@@H]2C[C@@H](O)CN2C)C1	59%
CCC(C)NC(=O)c1ccccc1NC(=O)C1CCN(S(=O)(=O)Cc2ccc(C)cc2)CC1 (centres undefined)	6%
N#Cc1ccc(COC(=O)CSC(=S)N2CCOCC2)cc1	-4%
COc1ccc2c(C)c(CCC(=O)Nc3nc4ccccc4[nH]3)c(=O)oc2c1C	-1%
CC(C)NC(=O)N1CC2ON=C(C(=O)N3CCCC3)C2C1 (centres undefined)	10%[12.5 µM]
CC(C)NC(=S)NCc1cccc(Cl)c1	?
C=CCn1c(SCC(N)=O)nc2c1c(=O)n(C)c(=O)n2C	0%
O=[N+]([O-])c1cc(S(=O)(=O)Nc2ccc(Cl)cc2)ccc1N/N=C/c1ccc(-c2ccccc2)cc1	?
Cc1cc2oc(=O)cc(COC(=O)c3cc(S(=O)(=O)N(C)C)ccc3NCCO)c2cc1C	-22%
O=C(CCCc1ccccc1)Nc1ccnn1C1CCN(C(=O)Cc2ccccc2F)CC1	7%
O=C(NCc1ccncc1)C1CN(Cc2ccoc2)CC12CCOCC2 (centres undefined)	85%[activator]
CCc1cccc(C)c1NC(=O)CSc1nnc(-c2cc3cccc(OC)c3o2)n1N	26%
CCC(=O)N1Cc2ccccc2OC2(CCN(C(C)C)CC2)C1	29%
COc1ccc(CCNC(=O)CSc2ccc(-c3ccccn3)nn2)cc1	52%
C=C(C)CNC(=S)N/N=C(/C)c1ccc(C)o1	66%

Reformatted: entries from further up.
structure: CC(C)NC(=O)N1CC2ON=C(C(=O)N3CCCC3)C2C1 (centres undefined)
  12-LOX inh: 10%[12.5 µM]
structure: CC(C)NC(=S)NCc1cccc(Cl)c1
  12-LOX inh: ?
structure: C=CCn1c(SCC(N)=O)nc2c1c(=O)n(C)c(=O)n2C
  12-LOX inh: 0%
structure: O=[N+]([O-])c1cc(S(=O)(=O)Nc2ccc(Cl)cc2)ccc1N/N=C/c1ccc(-c2ccccc2)cc1
  12-LOX inh: ?

Filtered by structure, those above containing two or more sulfur atoms
SMILES	12-LOX inh
CCN(CC)S(=O)(=O)c1cccc(-c2nnc(SCc3ccc(Cl)cc3)n2N)c1	-1%
N#Cc1ccc(COC(=O)CSC(=S)N2CCOCC2)cc1	-4%

Next results follow:
SMILES	12-LOX inh
Cc1cccc(S(=O)(=O)N(C)CC2CCOCC2)c1	49%[activator]
COc1ccc(NC(=O)COC(=O)c2n[nH]c3ccccc23)cc1	?
Cc1cccc(OCCc2noc(C3CCCN3C(=O)c3ccnn3C)n2)c1 (centres undefined)	37%[activator]
COCC(=O)N1CCn2c(nnc2-c2ccccc2)C1	19%[176 µM]
CCOc1ccc2c(n1)CCN(C(=O)c1ccco1)C2	32%[activator]
Cc1oc(-c2ccccc2)nc1C(=O)Nc1ccccc1Cc1ccccc1	7%
COc1cccc(C(CC(=O)NCc2ccc3c(c2)OCO3)c2c[nH]c3ccccc23)c1OC (centres undefined)	-8%
CCCNC(=O)N[C@@H]1C[C@H](COc2cccc(C)n2)[C@@H](O)[C@H]1O	?
COc1ccc(NC(=O)c2ccccc2NS(=O)(=O)c2ccc3c(c2)OCCCO3)cc1	35%
CC(C)(C)CC(=O)N1C[C@@H](NC(=O)Nc2ccc(F)cc2F)C[C@H]1C(=O)N[C@H](Cc1ccccc1)C(N)=O	-3%
COc1nc2nc(CCc3ccccc3)n(C)c2cc1-c1cncnc1	0%[176 µM]
OC[C@@H]1CN(Cc2ccco2)C[C@H]1c1nc(-c2ccncc2)no1	30%[activator]
Cn1c(=O)c2sc3c(c2n(CC(=O)c2ccccc2)c1=O)COC(C)(C)C3	35%
CC1(C)CC(=O)C2=C(C1)N1CCc3cc4c(cc3C1=CC2c1ccc(F)cc1)OCCCO4 (centres undefined)	25µM*
Cc1nc2ccccc2nc1COC(=O)c1cnc2ccccc2n1	14%
c1ccc(Cc2nnc([C@H]3CCN(C4CCCCC4)C3)o2)cc1	82%[activator][176 µM]
Cc1csc(NC(=O)CSc2ccccc2)n1	-26%
Cc1noc(C)c1-c1cc2cc(CN(C)C)oc2c(Nc2cccc([S+](C)(=O)[O-])c2)n1	?
O=C(c1cccc(F)c1)N1CCC2(CC1)C(=O)NN=C2c1ccccn1	24%
CC(C)(C)c1ccc(SCC(=O)NC(C)(C#N)C2CC2)cc1 (centres undefined)	1%
Cc1ccc(C(=O)N2CC(Oc3ccc(F)c(C)c3)C2)cc1	?
CCCc1c(Cc2cccc(F)c2)ncn1CCc1ccccc1OC	-27%
O=C(NC[C@H]1Cn2ccnc2CO1)c1ccccc1	15%[176 µM]
O[C@@H]1C[C@@H](c2nc(-c3ccncc3)no2)N(C2CCCCC2)C1	35%[activator][176 µM]
COc1ccccc1S(=O)(=O)N1C[C@@H]2C(CN(C)C)[C@@H]2C1 (some centres undefined)	13%
C=CCn1cc2c3c(cccc31)[C@H](CC(C)C)N[C@H](C(=O)NCCC)C2	31%[activator][176 µM]
O=C(Cc1cccs1)N[C@H]1CCN2C(=O)N(c3ccc(Oc4ccccc4)cc3)C(=O)[C@@H]2C1	-25%
